ATXN viability: Viability Counterscreen for Primary qHTS for Inhibitors of ATXN expression; S2 cells (HEK-293 line with an ATXN2-luciferase reporter) viability, CellTiter-Fluor protease fluorescence, 24 h; Potency, µM (doses to about 56.7 µM), hits mostly cytotoxic; actives 0.49% (n = 400,000); AID 651635, 2014; also: potency is read from the fitted curve at half-maximal effect; nearly all actives have a fitted effect of over 40% in size
Nrf2 activator: qHTS of Nrf2 Activators | AREc32 ARE-luciferase reporter (MCF7-derived line), luminescence, 24 h | Potency, µM (highest dose often 46.1 µM), inactives show top-dose activation, actives largely listed as activators | actives 0.31% (n = 410,000) | AID 624171, 2012; also: potency is read from the fitted curve at half-maximal effect; % of control where 0% means no effect; nearly all actives have a fitted effect of over 65% in size
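AREc32 cells carrying an ARE-driven firefly luciferase, 1000 cells/well in OPTI-MEM with 5% FBS, dosed after overnight attachment and incubated 24 hr at 37 deg C. Steady-Glo luminescence read after 30 min at RT.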
A549 tox: Nrf2 qHTS screen for inhibitors: counterscreen for cytotoxicity; A549 ARE-Fluc cells, CellTiter-Fluor viability, 18-24 h; Potency, µM (doses to about 46 µM), inactives show top-dose activity change, negative = cytotoxicity, hits mostly inhibitors; actives 0.16% (n = 390,000); also: potency is read from the fitted curve at half-maximal effect; % is scaled to controls: 0 for no effect and ±100 for the full control effect
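A549 ARE_Fluc cells in 5% FBS OPTI-MEM were exposed to compounds in concentration-response for 18-24 h at 37 deg C. Viability was read by CellTiter-Fluor fluorescence (Ex 405/Em 525) after 30 min, before the luciferase read.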
MmCpn inh: Inhibitors of TCP-1 ring complex (TRiC) of Methanococcus maripaludis (MmCpn): qHTS. Chaperonin Mm-Cpn (Methanococcus maripaludis). purified Mm-Cpn ATPase, ADP Transcreener TR-FRET. Potency, µM (series often up to 76.9 µM), for inactives: at the top dose activity, negative = inhibition, most hits filed as inhibitors. actives 0.031% (n = 330,000); also: potency is read from the fitted curve at half-maximal effect; % is scaled to controls: 0 for no effect and ±100 for the full control effect; nearly all actives have a fitted effect of over 80% in size
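TR-FRET (320 nm excitation; 590 and 665 nm emission) reports ADP made from 10 uM ATP by 25 nM enzyme; compounds were preincubated 10 min, reaction run 30 min, both at 37°C.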
Nrf2 inh: Nrf2 qHTS screen for inhibitors. A549 ARE-Fluc reporter, luciferase luminescence, 18-24 h. Potency, µM (highest dose often 46 µM), for inactives: at the highest dose activity change, negative = inhibition, hits mostly inhibitors. actives 2.1% (n = 360,000); also: potency is read from the fitted curve at half-maximal effect; % is scaled to controls: 0 for no effect and ±100 for the full control effect; nearly all actives have a fitted effect of over 60% in size
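Concentration-response testing used A549 ARE_Fluc cells at 5000 cells/well. Following an 18-24 h compound incubation, viability was read by fluorescence (Ex 405/Em 525) and luciferase output by luminescence.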
CCT modulator: High-Throughput Screening for Modulators of Cytosolic Chaperonin Activity; activity change, % (concentration not given with the values), hits read low; actives 0.3% (n = 360,000); purified chaperonin ATPase assay, HTRF ADP detection, 30 min; AID 651819, 2012; in the data active = activity change below about -30%; also: % is scaled to controls: 0 for no effect and ±100 for the full control effect
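Enzyme 40 or 20 nM (batch-dependent) in Tris pH 7.4/KCl/MgCl2/DTT; cpd 76 uM single point; ATP 10 uM; 30 min 37 °C; Transcreener ADP HTRF detection, 30 min RT; ratio 665/615.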
Akt phos inh: HTS Assay for Inhibitors of Akt Phophorylation: Primary Screen | Neuro2A IGF-stimulated pAkt S473 HTRF, 20 min; active compounds read low | activity change, % for hits at 50 µM | actives 0.32% (n = 360,000) | AID 651550, 2012; in the data active = activity change below about -80%; inconclusive = mostly about -51% to -80%; also: % is scaled to controls: 0 for no effect and ±100 for the full control effect
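Neuro2A cells (4,500/well, DMEM with 0.5% FBS) were treated with compound at a single 50 µM final concentration, stimulated with 6 nM IGF for 20 min at 37 °C, and lysed. Phospho-Akt Ser473 was read by HTRF as 665/615 ratio ×10^4.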
HepG2 tox: qHTS for Inhibitors of TGF-b: Cytotox Counterscreen | HepG2 CAGA-GFP viability, ATP luminescence, 18 h | Potency, µM (highest dose often 46.1 µM), without a hit: at the highest dose activity change, negative = cytotoxicity, most hits filed as cytotoxic | actives 0.76% (n = 410,000); also: potency is read from the fitted curve at half-maximal effect; some results filed as inactive show a strong effect at the top dose
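HepG2 CAGA-GFP cells (1000/well, DMEM with 1% FBS) received compound, then TGF-beta at 500 pg/mL final, and were incubated 18 hours at 37 degrees C. Viability was read by CellTiter-Glo luminescence. Media-only wells were set as complete cell-killing and DMSO as no toxicity.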
TGFb SMAD3 inh: qHTS for Inhibitors of TGF-b; HepG2 CAGA-GFP TGF-b/SMAD3 reporter, GFP fluorescence, 18 h; TGF-beta stimulated, 500 pg/mL final; Potency, µM (series often up to 46.1 µM), for inactives: top-dose activity, negative = inhibition, actives largely listed as inhibitors; actives 1.2% (n = 410,000); also: potency is read from the fitted curve at half-maximal effect; % is scaled to controls: 0 for no effect and ±100 for the full control effect; nearly all actives have a fitted effect of over 65% in size
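Cell-based qHTS in HEPG2 carrying a CAGA-GFP Smad reporter; compounds added before 500 pg/mL final TGF-beta, 18 h incubation at 37 degrees C, GFP fluorescence quantified per cell by imaging cytometry.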
Starred values were filed as active, the others as inactive; i = inactive; ? = inconclusive; nt = no result given; & = joins results of further samples. Unless noted, calls follow the shape of the dose curve; as a rule, active = well fitted curve in the direction sought with a large enough effect; inconclusive = small, poorly fitted or top-dose-only effect, or another doubt; inactive = no such curve, though single readings can be large; an effect the other way counts as inactive or inconclusive. Compounds were not picked by outcome. About 4.4% of those tested had a hit in this group.

structure	ATXN viability	Nrf2 activator	A549 tox	MmCpn inh	Nrf2 inh	CCT modulator	Akt phos inh	HepG2 tox	TGFb SMAD3 inh
Cc1ccc(CNC(=O)COC(=O)CN2C(=O)C3CC=CCC3C2=O)cc1 (centres undefined)	i	-0.3%	1%	0%	7%	0.1	i	0%	14%
CC(C)[C@H](NC(=O)OC(C)(C)C)C(=O)NCC1CCC(C(=O)N[C@@H](Cc2ccccc2)C(=O)O)CC1 (some centres undefined)	i	-0.2%	3%	-1%	-3%	-2.3	i	13%	7%
Cc1ccc(NC(=O)C(=O)NCC(c2ccc3c(c2)OCO3)N2CCOCC2)cc1C (centres undefined)	i	-0.1%	-3%	nt	nt	nt	nt	-6%	-29%
CCOC(=O)CNC(=S)NN(C)C	i	0.3%	-3%	-1%	-6%	0.9	i	-11%	3%
CCCCNC(=O)c1nn(-c2ccc(CC)cc2)nc1CO	nt	3.9%	2%	nt	1%	nt	nt	2%	-16%
CCOC(=O)c1cc(-c2ccc(C)cc2)n(CCC(=O)NC(C)CC)c1C (centres undefined)	i	2.0%	2%	0%	-4%	0.1	i	-21%	-3%
COc1ccc(CCNC(=O)CSc2nc(C)nc3sccc23)cc1OC	i	3.2%	-1%	-6%	-3%	-1.6	i	-14%	-18%
CCC(=O)N1CCc2cc(S(=O)(=O)N(C)c3ccc(Br)cc3)ccc21	i	-0.4%	2%	3%	-6%	-8.9	i	7%	0%
O=C(CSCc1ccc(F)cc1)Nc1ccccc1C(=O)N1CCOCC1	i	0.1%	13%	1%	-1%	0.0	i	6%	-2%
COCCCn1nnnc1SCC(=O)Nc1nc2ccccc2s1	i	13%	5%	-1%	27%	-1.3	i	-35%	0%
O=C(Cc1c[nH]c2ccccc12)Nc1nnc(C2CC2)s1	i	0.5%	-9%	2%	?	-4.8	i	-23%	-15%
Cc1ccc(/C=C/C(=O)Nc2ccc(S(N)(=O)=O)cc2)o1	?	?	-8%&-3%	-1%	-16%&-8%	-1.2	i	-1%&-1%	12%&-7%
Cc1cccc(CN2CCC(Oc3ccc(C(=O)N4CCCCC4)cc3)CC2)c1	?	-0.1%	-6%	-3%	0%	-2.2	i	-13%	5%
O=C(NCC(=O)N1CCCC1)c1cccs1	i	-0.7%	27%	1%	?	-0.6	i	-5%	-14%
CCOc1ccc(NC(=O)CC2C(=O)N(C)C(=S)N2Cc2ccco2)cc1 (centres undefined)	i	-0.4%	1%	-3%	14%	0.0	i	23%	15%
CCOC(=O)c1cc(-c2csc(-c3cccc(Cl)c3)n2)on1	i	-0.5%	0%	-1%	12%	1.8	i	7%	17%
Cc1cc(C)c2oc(=O)cc(CN3CCN(Cc4ccccc4)CC3)c2c1	i	6.6%	8%	1%	6%	-1.9	i	-3%	-11%
COc1ccc(/C=N/NC(=O)Cn2c(Cc3ccc(OC)c(OC)c3)nc3ccccc32)cc1	i	-0.4%	-4%	-1%	-7%	0.9	i	-4%	?
COc1ccc(C)cc1NC(=O)CSc1ccc(-c2ccccn2)nn1	?	6.5%&3.7%	2%&-18%	-1%	3.7µM*	-2.8	i	0%&-18%	?
O=C(NCCC1CCCCN1S(=O)(=O)c1ccccc1)C(=O)Nc1ccc(F)cc1 (centres undefined)	?	0.2%	-1%	1%	-1%	-4.4	i	-9%	-1%
CC1CCN(CC(=O)Nc2ccc(N3CCCCCC3)cc2)CC1	i	2.0%	-9%	1%	5%	-2.2	i	-22%	-1%
CC(=O)N1CCN(C(=O)c2ccco2)CC1	i	-0.7%	-1%	0%	1%	-1.0	i	7%	0%
O=C(CSc1nnc(Cc2ccccc2)n1-c1ccc(F)cc1)N1CCOCC1	i	-0.7%	0%	-1%	-13%	1.5	i	6%	5%
CC1(C)CC(=O)C=C(c2ccccc2CO)C1=O	i	0.0%	nt	nt	nt	-0.1	i	-2%	18%

Shown with values under each structure: part of the list above
Results follow in this order: ATXN viability, Nrf2 activator, A549 tox, MmCpn inh, Nrf2 inh, CCT modulator, Akt phos inh, HepG2 tox, TGFb SMAD3 inh
CC(=O)N1CCN(C(=O)c2ccco2)CC1
  i, -0.7%, -1%, 0%, 1%, -1.0, i, 7%, 0%
O=C(CSc1nnc(Cc2ccccc2)n1-c1ccc(F)cc1)N1CCOCC1
  i, -0.7%, 0%, -1%, -13%, 1.5, i, 6%, 5%

Remaining list, next part
structure	ATXN viability	Nrf2 activator	A549 tox	MmCpn inh	Nrf2 inh	CCT modulator	Akt phos inh	HepG2 tox	TGFb SMAD3 inh
CC(C)n1nnc(-c2ccc(OCc3ccccc3F)cc2)n1	i	6.7%	11%	0%	?	-2.1	i	-23%	-12%
COCC1CCN(C(=O)c2ccc3oc(Cc4ccccc4)nc3c2)C1 (centres undefined)	?	-0.2%	2%	-2%	3%	-1.6	i	7%	10%
CCC(C(=O)OC)n1cnc2scc(-c3ccc(C)c(C)c3)c2c1=O (centres undefined)	i	0.3%	7%	-1%	-25%	-2.2	i	9%	14%
CN(c1ccc(C(=O)NCC2CCCO2)cc1)S(=O)(=O)c1ccccc1 (centres undefined)	i	0.4%	-1%	1%	-4%	-1.7	i	-7%	?
COc1ccccc1NS(=O)(=O)c1cc(NC(=O)Cc2n[nH]c(=O)c3ccccc23)ccc1Cl	i	15%	-34%	-7%	21µM*	-4.5	i	-24%	-7%
CCOCCCNC(=O)c1c[nH]c2ccc(C)cc2c1=O	i	0.1%	22%	-1%	2%	0.2	i	-20%	9%
CC(=O)Nc1cccc(C(=O)O)n1	i	-0.1%	-9%	-5%	0%	-6.3	i	-22%	-3%
CCC(c1nnnn1Cc1ccc(OC)cc1)N(CCCO)Cc1cc2cc3c(cc2[nH]c1=O)OCO3 (centres undefined)	i	1.9%	-1%	0%	4%	-1.8	i	-45%	-6%

Next section; it opens with the three that closed the last part.
structure	ATXN viability	Nrf2 activator	A549 tox	MmCpn inh	Nrf2 inh	CCT modulator	Akt phos inh	HepG2 tox	TGFb SMAD3 inh
CCOCCCNC(=O)c1c[nH]c2ccc(C)cc2c1=O	i	0.1%	22%	-1%	2%	0.2	i	-20%	9%
CC(=O)Nc1cccc(C(=O)O)n1	i	-0.1%	-9%	-5%	0%	-6.3	i	-22%	-3%
CCC(c1nnnn1Cc1ccc(OC)cc1)N(CCCO)Cc1cc2cc3c(cc2[nH]c1=O)OCO3 (centres undefined)	i	1.9%	-1%	0%	4%	-1.8	i	-45%	-6%
O=C(CCNC(=O)Cn1ccc2ccccc2c1=O)NCCCN1CCN(c2ccc(F)cc2)CC1	i	-0.1%	2%	-1%	-9%	-2.2	i	-43%	-2%
COc1ccc(C(=O)O)cc1S(=O)(=O)NCc1ccncc1	i	0.5%	1%	-1%	2%	-4.4	i	17%	8%
COc1ccccc1N1CCN(c2nc3c(C)cccn3c(=O)c2C=O)CC1	i	2.2%	-13%	-1%	?	1.0	i	-2%	-13%
Fc1ccc(Nc2nc(Oc3ccc4c(c3)OCO4)nc(N3CCOCC3)n2)c(F)c1	i	-0.7%	-2%	2%	11%	-0.8	i	0%	-6%
COc1ccc(/C=C/C(=O)OCc2cccc([N+](=O)[O-])c2)cc1	i	0.5%	-4%	3%	-12%	0.0	i	-5%	-18%
O=C(CNC(=O)c1sc2ccccc2c1Cl)NC1CC1	i	0.0%	3%	-16%	1%	-1.4	i	1%	4%
O=C(NCC1CCCO1)c1cc(S(=O)(=O)N2CCCC2)c(Cl)cc1Cl (centres undefined)	i	-0.8%	-5%	0%	1%	-1.1	i	6%	1%
CC1(C)C2CC[C@]1(C)C(=O)N(CCCCN1CCN(c3ccccn3)CC1)C2=O	i	-0.4%	-2%	-2%	-19%	-1.7	i	-11%	0%
CC(C)OC(=O)COc1ccc(-c2ccccc2)cc1	i	-0.5%	0%	-18%	-3%	-4.9	i	2%	-10%
O=C(CCn1c(=O)oc2ccccc21)Nc1nc2ccccc2s1	i	7.4%	-9%	0%	-4%	-1.5	i	-5%	-24%
O=NN(CC(=O)NNc1ccccc1)CC(=O)NNc1ccccc1	?	-0.5%	nt	nt	nt	0.9	i	-7%	8%
Cc1nc(N2CCOCC2)c2c(C(=O)N3CCN(c4cc(Cl)ccc4C)CC3)c(C)oc2n1	nt	0.1%	-6%	nt	-8%	nt	nt	6%	-6%
O=c1c2ccccc2nnn1CSc1nc2ccccc2c(=O)n1CCCO	i	2.5%	-2%	-1%	-26%	-1.8	i	-14%	-5%
Cc1ccc(N2C(=O)C3C4CCC(O4)C3C2=O)c(OC(F)F)c1 (centres undefined)	i	-0.4%	11%	2%	14%	0.8	i	-6%	-5%
O=C(COc1ccccc1[N+](=O)[O-])N/N=C/c1cccs1	i	15%	0%	1%	11%	-2.2	i	-4%	28%
CC(C)c1nnc(NC(=O)C2CCN(S(=O)(=O)c3ccc(-n4cnnn4)cc3)CC2)s1	i	0.3%	0%	1%	-1%	-0.3	i	-1%	-7%
FC(F)(F)c1nnc2sc(-c3ccco3)nn12	nt	-0.2%	-3%	1%	-13%	-2.8	nt	-3%	-8%
COc1ccccc1CNC(=O)N[C@@H](Cc1ccccc1)C(=O)O	i	-0.2%	5%	2%	2%	1.0	i	3%	11%
Brc1ccc(-c2csc(N3CCOCC3)n2)cc1	i	8.0%	-1%&2%	0%	-20%&17%	0.1	i	-15%	-19%
